High-throughput results as filed in PubChem BioAssay.
CBFb-RUNX1 inh – CBF-beta/RUNX1 interaction disruption. Q01196+Q13951. AlphaScreen CBFb-His/RUNX1-biotin binding, biochemical. Potency, µM (highest dose often 59.8 µM), without a hit: at the top dose activity, negative = inhibition, actives largely listed as inhibitors. 230,000 tested, under 10 active. AID 1477; also: % of control where 0% means no effect
Target sequence (Q01196 whole entry, looked up): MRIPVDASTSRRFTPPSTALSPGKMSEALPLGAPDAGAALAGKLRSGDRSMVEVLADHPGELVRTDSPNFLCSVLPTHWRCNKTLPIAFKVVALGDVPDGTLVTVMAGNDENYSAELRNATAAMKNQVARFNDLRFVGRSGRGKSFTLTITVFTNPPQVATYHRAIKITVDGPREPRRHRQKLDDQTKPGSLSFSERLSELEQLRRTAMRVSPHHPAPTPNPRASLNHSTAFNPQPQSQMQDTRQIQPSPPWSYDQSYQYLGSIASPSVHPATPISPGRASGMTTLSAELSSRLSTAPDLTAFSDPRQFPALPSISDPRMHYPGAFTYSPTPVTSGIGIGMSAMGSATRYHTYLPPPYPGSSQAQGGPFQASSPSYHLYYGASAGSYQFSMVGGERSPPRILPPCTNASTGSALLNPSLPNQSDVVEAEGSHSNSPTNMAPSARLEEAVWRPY
Target sequence (Q13951 whole entry, looked up): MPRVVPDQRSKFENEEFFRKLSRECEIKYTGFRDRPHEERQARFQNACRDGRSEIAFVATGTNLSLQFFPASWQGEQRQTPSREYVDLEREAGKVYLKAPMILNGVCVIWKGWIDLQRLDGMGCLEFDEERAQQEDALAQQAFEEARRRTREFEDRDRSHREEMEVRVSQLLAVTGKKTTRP
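His-tagged CBF-beta and biotinylated RUNX1 (30 nM each) were premixed 20 min at room temperature, exposed to compound for 15 min, then given nickel-chelate and streptavidin AlphaScreen beads (50 ng each). After 90 min, AlphaScreen signal was read.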
HttQ103 aggreg – inhibitors of mutant huntingtin aggregate formation in PC12 cells; PC12 HttQ103-GFP aggregates, Acumen cytometry, 40 h; Potency, µM (doses to about 46.1 µM), inactives show at the top dose activity change, negative = inhibition, most hits filed as inhibitors; actives 1.1% (n = 220,000); also: potency is read from the fitted curve at half-maximal effect; % is scaled to controls: 0 for no effect and ±100 for the full control effect; nearly all actives have a fitted effect of over 60% in size
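Huntingtin Q103 exon 1–GFP aggregates in induced PC12 cells (100 nM tebufenozide) were quantified by cytometry from lysates, with compounds dosed in titration.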
Epigenetic derep – epigenetic control regulation, reporter derepression. murine LDR cells, GFP reporter derepression, 30 h. Potency, µM (series often up to 53.9 µM), for the others: at the top dose GFP activation, usual class: activators. actives 0.2% (n = 280,000); also: potency is read from the fitted curve at half-maximal effect; % of control where 0% means no effect; nearly all actives have a fitted effect of over 60% in size
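Reporter derepression read as number of fluorescent GFP-positive objects, 20-120 um in size, counted by laser-scanning cytometer. Mouse LDR line with an epigenetically silenced CMV-GFP locus; compound incubation 30 h, 37 C.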
NPSR antagonist – neuropeptide S receptor (human) antagonism, cAMP; Q6W5P4; CHO-NPSR cells, cAMP TR-FRET, antagonist mode; Potency, µM (titrated, usually from 38.3 µM), without a hit: at the highest dose activity change, negative = inhibition, most hits filed as inhibitors; actives 1% (n = 220,000); also: potency is read from the fitted curve at half-maximal effect; % is scaled to controls: 0 for no effect and ±100 for the full control effect; nearly all actives have a fitted effect of over 50% in size; many of its hits are not listed in these tables
Target sequence (Q6W5P4 whole entry, looked up): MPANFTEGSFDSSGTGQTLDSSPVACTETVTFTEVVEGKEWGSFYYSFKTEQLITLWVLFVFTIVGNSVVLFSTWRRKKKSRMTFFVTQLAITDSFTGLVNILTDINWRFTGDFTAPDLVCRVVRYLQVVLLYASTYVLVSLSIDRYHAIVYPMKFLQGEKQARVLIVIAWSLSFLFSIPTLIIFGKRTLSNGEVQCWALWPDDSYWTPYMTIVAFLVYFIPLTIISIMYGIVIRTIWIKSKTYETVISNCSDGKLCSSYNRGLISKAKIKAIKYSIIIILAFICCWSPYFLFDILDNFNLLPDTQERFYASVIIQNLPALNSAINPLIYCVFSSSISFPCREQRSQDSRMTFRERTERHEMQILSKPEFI
Lamin A splicing – modulators of lamin A splicing; actives 0.01% (n = 200,000); HeLa LMNA splicing GFP/RFP minigene ratio, 48 h; Potency, µM (highest dose often 46.1 µM), for the others: top-dose ratio change, negative = inhibition, usual class: inhibitors; active = well fitted inhibition curve with a large enough effect in the signal ratio, with a control signal flat, not every such curve was filed as active; inconclusive = small, poorly fitted or top-dose-only effect, or effect the other way, or a change in a side signal; the % refers to the signal ratio; also: potency is read from the fitted curve at half-maximal effect; % is scaled to controls: 0 for no effect and ±100 for the full control effect
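S3 HeLa cells stably expressing lamin A-EGFP splicing minigene plus DsRed2, 600 cells/well, 48 h compound exposure at 37C. Laser-scanning cytometry; analysed as GFP (500-530 nm)/RFP (575-640 nm) total intensity ratio; 0.5% DMSO vehicle.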
KinaseGlo FLuc – Kinase-Glo luciferase inhibition (counter-screen); Q27757; Kinase-Glo luciferase, ATP luminescence, 8 min; Potency, µM (series often up to 38.3 µM), inactives show at the top dose activity change, negative = inhibition, most hits filed as inhibitors; actives 0.28% (n = 200,000); AID 1379; also: potency is read from the fitted curve at half-maximal effect; % is scaled to controls: 0 for no effect and ±100 for the full control effect; nearly all actives have a fitted effect of over 60% in size
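Luminescence was the read-out, taken after 8-minute incubation at ambient temperature. Luciferase turned over luciferin with 10 uM ATP in imidazole pH 7.2 buffer containing KCl, MgCl2, Tween 20 and BSA.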
IMPase Li cell – membrane-permeable IMPase blocker, potentiated with lithium. CHO-M1 cells, IP1 TR-FRET (IP-One), carbachol + lithium. Potency, µM (series often up to 59.4 µM), inactives show at the top dose activity, negative = IMPase inhibition, usual class: inhibitors. actives 0.35% (n = 210,000);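 also: IP1 builds up when IMPase is blocked and the TR-FRET signal falls; potency is read from the fitted curve at half-maximal effect; plate controls were basal vehicle for no effect and high inhibitor control for full effect; nearly all actives have a fitted effect of over 50% in size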
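CHO cells stably expressing M1 receptor (2000/well) were cultured 16–30 h, then exposed to compounds with a small lithium addition for 30 min at 37C. IP1 was measured by TR-FRET competition; AC50 from Hill fits.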
* = called active by the depositor; ? = inconclusive; . = not tested or not shown; [ ] = remark or other dose. Unless noted, calls follow the shape of the dose curve; as a rule, active = well fitted curve in the direction sought with a large enough effect; inconclusive = small, poorly fitted or top-dose-only effect, or another doubt; inactive = no such curve, though single readings can be large; an effect the other way counts as inactive or inconclusive. These rows are one share of the data (hit frequency here may not be typical).

smiles | CBFb-RUNX1 inh | HttQ103 aggreg | Epigenetic derep | NPSR antagonist | Lamin A splicing | KinaseGlo FLuc | IMPase Li cell
CC(=O)Oc1ccc(C2OC(=O)c3ccccc3N2C(C)=O)cc1 (configuration not stated) | 9% | 16% | 1.0% | ? | 4% | -6% | 19%[38.3 µM]
Cc1cccc(N(CC(N)=O)C2SC(=O)NC2=O)c1 (configuration not stated) | -8% | 2% | -0.8% | -10%[46.1 µM] | ? | 6% | 1%
Cc1nnc(SCC(=O)NC(=O)NCc2ccco2)n1Cc1ccccc1 | -17% | 5%[9.22 µM] | 0.0% | -21%[46.1 µM] | 13% | 9% | -6%[38.3 µM]
NC[C@@H]1O[C@H](O[C@@H]2[C@H](O[C@@H]3O[C@H](CO)[C@@H](COC[C@H]4O[C@@H](CN)[C@@H](O)[C@@H](O)[C@@H]4N)[C@@H]3O)[C@@H](O)[C@@H](N)C[C@H]2N)[C@@H](N)[C@H](O)[C@@H]1O | 9%[21.7 µM] | . | 1.1%[16.9 µM] | . | -8% | -1%[17.1 µM] | 0%
CCN(CC)c1ccc(N2C(=O)c3ccccc3C2=O)cc1 | -4% | -11% | -1.0% | -7%[46.1 µM] | 1% | -2% | 17%[38.3 µM]
CC(=O)Nc1ccc(NC(=S)Nc2ccc(Br)cc2)cc1 | 4% | -21%[9.22 µM] | 5.4% | 10% | . | . | .
Cc1ccc(CCN2CC(C(=O)NCCN3CCOCC3)CC2=O)cc1 (configuration not stated) | 4% | 24% | -1.7% | -3%[46.1 µM] | ? | -1% | -8%[38.3 µM]
OCc1ccc(-c2ccc(-c3ccc(CO)s3)o2)s1 | -11% | . | 2.2% | . | . | 2%[39.9 µM] | -4%
CCNC(=O)c1ccccc1-c1nc(-c2ccccc2OC)no1 | 13% | -2%[9.22 µM] | -2.8% | 19% | . | . | .
CCn1c(/C=C/N(C(C)=O)c2ccccc2)[n+](CCCS(=O)(=O)[O-])c2cc(Cl)c(Cl)cc21 | 2% | -2%[9.22 µM] | 1.7% | -18% | ? | 2% | 7%
OCCC1CN(Cc2ccon2)CCN1CCc1ccccc1 (configuration not stated) | 8% | 1% | -1.0% | -6% | . | . | .
COc1ccccc1NC(=O)CSc1nnc(Cn2cnc3ccccc32)o1 | 3% | -5%[9.22 µM] | 0.2% | 18% | -2%[46 µM] | 3% | 12%
CCOC(=O)N1CCN(C(=O)C2CCCN(S(=O)(=O)c3ccc(C)cc3)C2)CC1 (configuration not stated) | -2% | -3%[9.22 µM] | -1.5% | 1%[46.1 µM] | 6% | 0% | 1%[38.3 µM]
CCNc1nc(SC(C)C(=O)Nc2ccccc2)nc(N2CCOCC2)n1 (configuration not stated) | -1% | 15% | 0.0% | -12%[46.1 µM] | -2% | -1% | 25%[38.3 µM]
CC1(C)CC(=O)c2sc(NS(=O)(=O)c3ccc(Br)cc3)nc2C1 | 15% | 1% | 0.0% | -27% | -3%[46 µM] | 3% | -11%
Cn1c(=O)c2c(ncn2CC(=O)Nc2nccs2)n(C)c1=O | 10% | 16%[9.22 µM] | 0.1% | 7% | . | . | .
COc1cc2c(cc1Cl)/C(=C\CCN(C)C)c1ccccc1S2 | -4% | -10% | -1.5% | 3% | 0% | -3% | 13%
CCc1cc(CC)c(/C=N/NC(N)=O)c(CC)c1/C=N/NC(N)=O | 1% | -21% | -0.1% | 26% | . | -5% | -3%
CNC(=O)Nc1cccc2cccnc12 | 8% | 4%[9.22 µM] | 0.5% | -18% | . | . | .
COc1ccc(OCC(=O)O/N=C(\N)c2ccc(OC)c(OC)c2)cc1 | 12% | 9% | 0.0% | 10% | ? | -1% | 4%
Cc1ccc(C2CC(=O)NC(SCc3ccccc3)=C2C#N)o1 (configuration not stated) | 21% | -1% | -0.9% | -19%[46.1 µM] | 25% | 2% | -19%[38.3 µM]
COc1ccc(NC(=O)Nc2ccc3nonc3c2)cc1 | 1% | 0%[9.22 µM] | -1.4% | 6%[7.67 µM] | . | . | .
Cc1ccccc1NC(=S)Nc1ccccn1 | 2% | 1%[9.22 µM] | -1.1% | ? | . | . | .
O=C(Nc1ccccc1Cl)C(Cl)C(=O)c1ccccc1 (configuration not stated) | -3% | -10% | -0.2% | -27% | . | 1% | 9%
O=C(COc1cccnc1[N+](=O)[O-])N1CCN(S(=O)(=O)c2ccccc2)CC1 | -1% | -7% | 0.0% | 15% | -9% | -1% | 11%
O=C(c1ccc([N+](=O)[O-])cc1)n1nc(-c2ccccc2)nc1NCc1ccc(F)cc1 | 3% | -14% | -0.4% | -9% | -15% | 1% | 2%
COc1cc(NC(=O)c2csc(-c3ccncc3)n2)cc(C(=O)Nc2cccc(C(F)(F)F)c2)c1 | 6% | -33%[9.22 µM] | 1.5% | -12% | . | . | .
CC(C)CN(CC(C)C)C(=S)Nc1ccc(Cl)cc1 | -3% | 6% | 2.3% | -50% | -29%[46 µM] | 3% | 13%
Cc1cccc(C)c1NC(=S)/C(=C(\[O-])c1cccs1)[n+]1ccccc1 | 4% | -3% | 3.2% | 18% | -17% | 2% | 12%
O=S(=O)(NCCC1CC1(Cl)Cl)c1ccc(Cl)cc1 (configuration not stated) | 9% | -2%[9.22 µM] | 5.2% | 29% | . | . | .
Cc1c(NC(=O)COC(=O)COc2ccc(Nc3ccccc3)cc2)c(=O)n(-c2ccccc2)n1C | ? | 21% | 0.0% | 6% | . | 0% | 13%
O=C(CSc1nncc2ccccc12)N1CCOCC1 | 5% | 0%[9.22 µM] | 1.2% | -4%[46.1 µM] | -4% | -3% | -9%[38.3 µM]
COc1ccc(CCn2c(C)nc3c(c(=O)c4ccccc4n3C)c2=O)cc1 | 0% | 24% | 2.9% | -13% | ? | 0% | 8%
COc1ccc(C(=O)NNC(=O)CSc2nnc(C)n2C)cc1 | -10% | . | 2.2% | 12% | . | -1% | -13%
COc1ccc(Cl)cc1-c1nc(SCC(=O)NC2CC2)n[nH]1 | 3% | 21% | 5.2% | -20% | . | 6% | 2%
CCn1c(SCC(=O)N2CCCc3ccccc32)nc2ccccc2c1=O | 4% | -24% | -1.3% | ? | ? | -3% | 12%[38.3 µM]
CCC(C(=O)O/N=C(\N)c1ccccc1)c1ccccc1 (configuration not stated) | 18% | -6% | 0.8% | 1%[46.1 µM] | 2% | 1% | 35%[38.3 µM]
CN(C)c1oc(-c2ccccc2F)nc1C#N | 0% | 11% | -1.0% | 3% | -11% | 4% | -1%
CC1(C)Cc2c(c(-c3ccccc3)[nH]c(=O)c2C#N)CO1 | 0% | 16% | -1.1% | 3%[46.1 µM] | ? | 0% | 4%[38.3 µM]
CNC(=O)c1cccnc1Nc1cccc(C(F)(F)F)c1 | -9% | 3% | 0.0% | 10% | ? | -1% | -1%
CCOc1[nH]n(-c2ccccc2)c(=O)c1C=NCc1cccnc1 | 3% | -1% | -2.6% | -8% | 25%[9.22 µM] | -1% | 1%
O=C(Cn1c(C(=O)N2CCc3ccccc3C2)cc2sccc21)c1ccccc1 | -7% | ? | 2.8% | 8%[7.67 µM] | -5% | -3% | 12%[38.3 µM]
NCC1O[C@@H](OC2C(N)C[C@H](N)[C@@H](O[C@H]3OC(CO)C(O)C(N)C3O)C2O)C(O)C(O)C1O (some centres not stated) | -4% | . | -0.5% | . | . | -8% | 7%
Cc1cc(C)n(CC(=O)N/N=C/c2cc([N+](=O)[O-])ccc2O)n1 | -5% | -22% | 0.0% | 21% | ? | 5% | 10%
O=C(Cc1cccs1)N1CCN=C1SCc1ccc(F)cc1 | -2% | -8% | 4.5% | -19% | . | -1% | 9%
S=C(NCc1ccccc1)Nc1ccc2cn[nH]c2c1 | 7% | 2%[9.22 µM] | 0.0% | 13% | . | . | .
C[C@@H]1NC(=O)c2cc([N+](=O)[O-])cc(I)c2NCCCC[C@@H](C(N)=O)NC(=O)[C@H](CC(N)=O)NC1=O | -1%[2.36 µM] | -5% | -1.8% | 14% | 2% | 0% | 6%
O=C(CCSCc1ccccc1Cl)NCc1cccs1 | 6% | 4% | -0.9% | -2% | . | 13% | -5%
COc1ccc2nc(N/C(N)=N/S(C)(=O)=O)nc(C)c2c1 | 1% | 31%[9.22 µM] | 2.0% | 35% | . | . | .
COc1cc(C(=O)/C=C/Nc2ccc(NC(C)=O)cc2)cc(OC)c1OC | -9% | -3% | 0.0% | 7% | ? | -3% | -8%
Cc1cc(NC(=O)c2c(-c3c(F)cccc3Cl)noc2C)no1 | -6% | 9%[9.22 µM] | 0.1% | 10% | . | . | .
CCc1ccccc1NC(=O)CN(C)C(=O)CN1C(=O)NC2(CCCCCC2)C1=O | 3% | -10% | 3.0% | -4%[46.1 µM] | -16% | 3% | 24%[38.3 µM]
O=C1c2ccccc2C(=O)c2c(NCCCN(CCO)CCO)cccc21 | ? | ? | ? | 13µM* | ? | -13% | 25%
Cc1ccc(NC(=S)N(Cc2cccs2)Cc2cc3cc(C)ccc3[nH]c2=O)cc1 | 1% | 26% | -2.2% | -24% | ? | 0% | 0%
C/C(=N\NC(=O)C(N)=O)c1cccc(C(F)(F)F)c1 | -14% | 18% | 1.1% | 15% | ? | 1% | 2%
CN(C)C=Nc1ncc2c3ccccc3n(CCN(C)C)c2c1C#N | 3% | 2.8µM* | -1.0% | -6%[46.1 µM] | ? | -9% | -4%[38.3 µM]
CC(C)NC(=O)COC(=O)c1ccc(O)cc1 | 1% | 5% | -0.7% | -9%[46.1 µM] | 4% | -5% | 12%[38.3 µM]
CC1=CC(C)(C)N(C(=O)CSc2nnc(N)s2)c2cc(C)c(C)cc21 | -11% | 8% | 0.0% | -20%[46.1 µM] | 7% | -2% | 10%[38.3 µM]
CCn1c(CSc2ncccn2)nnc1SCC(=O)N1CCc2ccccc21 | 0% | -9% | 1.0% | -4%[46.1 µM] | ? | -3% | 9%[38.3 µM]
CCCCNC(=O)c1ccccc1NC(=O)c1ccc2c(c1)OCO2 | 4% | 16% | -3.4% | -15% | ? | -2% | -1%
S=C(NC1CCCCC1)N1CCN(Cc2ccccc2)CC1 | 1% | -25% | 1.1% | 5% | -8% | -2% | 0%
Clc1ccc(SCc2cc(-c3ccccc3)no2)cc1 | 17% | -6% | -1.9% | -4%[46.1 µM] | 5% | 1% | 4%[38.3 µM]
